TRPC4 act – TRPC4 (mouse) channel activation. Q9QUQ5. HEK293 TRPC4beta/mu-opioid, Fluo4 calcium fluorescence; stronger effect = higher value. B-score at 10 µM. actives 0.49% (n = 310,000). AID 2237;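 active means B-score above 5 SD of library B-scores, and initial fluorescence ratio not above library mean plus 5 SD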;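 further: positive B-score marks a calcium rise read as TRPC4 activation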
Target sequence (Q9QUQ5 whole entry, looked up): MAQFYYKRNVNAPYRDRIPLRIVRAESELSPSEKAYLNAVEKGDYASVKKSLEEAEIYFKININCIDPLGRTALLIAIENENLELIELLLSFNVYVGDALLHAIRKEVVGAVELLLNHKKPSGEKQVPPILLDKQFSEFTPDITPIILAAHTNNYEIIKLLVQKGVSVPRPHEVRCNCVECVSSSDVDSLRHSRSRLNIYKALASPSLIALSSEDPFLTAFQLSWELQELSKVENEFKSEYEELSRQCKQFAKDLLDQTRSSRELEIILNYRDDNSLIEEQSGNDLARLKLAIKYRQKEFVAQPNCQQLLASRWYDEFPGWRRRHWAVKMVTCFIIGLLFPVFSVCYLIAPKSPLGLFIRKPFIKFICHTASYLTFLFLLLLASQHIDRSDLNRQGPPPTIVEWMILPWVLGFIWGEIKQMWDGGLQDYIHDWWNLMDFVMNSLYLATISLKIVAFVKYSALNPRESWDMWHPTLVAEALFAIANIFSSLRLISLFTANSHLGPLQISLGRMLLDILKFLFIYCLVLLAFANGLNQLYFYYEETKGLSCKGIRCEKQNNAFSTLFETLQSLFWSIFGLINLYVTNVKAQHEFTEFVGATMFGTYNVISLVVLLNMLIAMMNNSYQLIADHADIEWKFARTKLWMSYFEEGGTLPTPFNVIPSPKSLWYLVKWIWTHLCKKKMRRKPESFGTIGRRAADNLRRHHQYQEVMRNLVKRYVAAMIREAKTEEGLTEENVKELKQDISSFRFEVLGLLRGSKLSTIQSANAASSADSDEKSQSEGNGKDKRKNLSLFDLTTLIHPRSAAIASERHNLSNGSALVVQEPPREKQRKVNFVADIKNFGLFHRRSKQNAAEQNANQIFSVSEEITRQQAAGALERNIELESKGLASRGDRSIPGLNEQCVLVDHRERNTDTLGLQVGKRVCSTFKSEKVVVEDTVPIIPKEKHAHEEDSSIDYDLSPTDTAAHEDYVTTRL
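Test system: HEK293 cells stably co-expressing mouse TRPC4beta and mu-opioid receptor | Schedule: Fluo4 dye loading 45 min at room temperature, 110 s recording | Measured by: Kinetic Fluo4 calcium fluorescence, 5 s baseline at 1 Hz | Evaluation: B score of integrated ratio | Controls: Buffer (low) and maximal DAMGO (high)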
RGS4 block – inhibitors of human RGS4. P49798. AID 463165. B-score at 10 µM. actives 0.45% (n = 310,000). HEK293 M3R/RGS4 inducible, Fluo-4 calcium flux; stronger effect = higher value; triggered by carbachol at its EC20;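 active means B-score, a plate-corrected calcium signal, over three deviations above library mean, with baseline fluorescence within five deviations of library mean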;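 further: RGS4 expression induced by doxycycline in cells with stable M3 receptor; B-score is computed from the integrated fluorescence ratio over baseline after carbachol; higher B-score means a larger calcium signal and so more RGS4 inhibition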
TRPC6 inh – blocks the mouse TRPC6 cation channel. Q61143. HEK293-TRPC6, membrane potential dye, ACh-evoked depolarization; stronger effect = lower value. B-score at 10 µM. actives 1.1% (n = 310,000). AID 2553;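 active means B-score under library mean minus 3 SD, initial fluorescence not abnormally high, positive integrated signal ratio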;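 further: B-score derived from integrated fluorescence ratio over the kinetic read; more negative B-score means stronger inhibition of depolarization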
TMEM16A inh – blocks the mouse calcium-activated chloride channel TMEM16A; Q8BHY3; HEK293 TMEM16A/YFP iodide influx fluorescence, ionomycin; normalized B-score (activity score, 25-100; higher = stronger inhibition) at 10 µM; actives 1.2% (n = 310,000); AID 588511;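 active means ratio plate-corrected score three or more library SD toward inhibition, starting fluorescence score within five deviations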;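 further: score derived from kinetic fluorescence span divided by baseline fluorescence per well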
TRPC4 block – TRPC4 (mouse) channel inhibition; AID 2247; B-score at 10 µM; HEK293 TRPC4beta/mu-opioid, DAMGO-evoked Fluo4 calcium flux; stronger effect = lower value; Q9QUQ5; actives 0.39% (n = 300,000);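 active means B-score over 3 SD under the library average, no early fluorescence shift, positive overall ratio signal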
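Assay system – HEK293 line stably carrying TRPC4beta and mu-opioid receptor · Doses – single dose · Detection – Fluo4 calcium-dye fluorescence, kinetic read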
MrgX1 allo act – allosterically activates human MrgX1 receptor signaling; Q96LB2; MrgX1-HEK293, Fluo-4 calcium flux, FDSS; stronger effect = higher value; B-score at 10 µM; actives 0.63% (n = 310,000); AID 588675;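 active means plate-corrected calcium response at least 3 library SD above typical, normal starting fluorescence, not activating the receptor alone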;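 further: compound read alongside a low EC10 to EC30 dose of BAM8-22 agonist; peak minus trough fluorescence over baseline measured at the second addition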
TMEM16A act – activates or potentiates the mouse TMEM16A chloride channel; AID 623877; HEK293 TMEM16A/YFP-H148Q/I152L, iodide quench fluorescence; stronger effect = lower value; Q8BHY3; B-score at 10 µM; actives 0.3% (n = 340,000);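 active means fluorescence-ratio B-score plate-corrected deviation score at least 3 library SD below zero, with starting fluorescence score within 5 deviations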;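 further: channel opened by trigger with iodide after compound preincubation; score built on the fluorescence ratio of max minus min over baseline; more negative score means more quench and so TMEM16A activation or potentiation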
TRPC4 PAM – allosteric potentiators of mouse TRPC4 channel; AID 2227; Q9QUQ5; HEK293 TRPC4beta/mu-opioid, DAMGO EC20, Fluo-4 Ca2+ flux; stronger effect = higher value; B-score at 10 µM; actives 0.42% (n = 310,000);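 active means B-score of calcium response area above 5 SD of library B-scores, with initial fluorescence ratio within 5 SD of library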;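 further: B-score of integrated fluorescence ratio over time as area under calcium response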
MrgX1 agonist – activates human MrgX1 receptor signaling | Q96LB2 | MrgX1-HEK293 cells, Fluo-4 calcium fluorescence, agonist mode; stronger effect = higher value | B-score at 10 µM | actives 0.44% (n = 310,000) | AID 588627;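 active means calcium response B-score plate-corrected fluorescence ratio at least 3 library SD, with starting fluorescence B-score inside 5 SD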
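Material: HEK293 cells stably expressing human MrgX1 receptor | Quantity: 15,000 cells per well | Times: Cells plated overnight, dye loaded 0.5 h 37 °C, 0.5 h room temperature | Measured by: Kinetic Fluo-4 NW fluorescence of intracellular calcium | Control set: Positive and negative controls per plate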
TRPC6 act – activates the mouse TRPC6 cation channel. Q61143. HEK293-TRPC6 membrane potential dye fluorescence; stronger effect = higher value. B-score at 10 µM. actives 0.13% (n = 310,000);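 active means B-score of the integrated fluorescence ratio above library mean plus 3 SD, and starting fluorescence ratio within library mean plus 5 SD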;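 further: higher score means more depolarization so channel activation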
MrgX1 antagonist – blocks BAM8-22 activation of human MrgX1 receptor; Q96LB2; B-score at 10 µM; MRGX1-HEK293 calcium flux, Fluo-4, BAM8-22 antagonism; stronger effect = lower value; actives 1.3% (n = 310,000); AID 588676;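 active means calcium-response B-score plate-corrected more than 3 library SD below zero, starting fluorescence within 5 deviations, no agonist response on first addition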;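 further: peak minus trough fluorescence over baseline after final BAM8-22 challenge near maximal dose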
* hit, by the source's call; i = inactive; . = not tested or not shown.

SMILES	TRPC4 act	RGS4 block	TRPC6 inh	TMEM16A inh	TRPC4 block	MrgX1 allo act	TMEM16A act	TRPC4 PAM	MrgX1 agonist	TRPC6 act	MrgX1 antagonist
COc1ccccc1C(=O)NCC(=O)NC(C)CCc1ccccc1 (stereo not given)	i	i	i	i	i	i	i	i	i	i	i
COC(=O)C1=C(C(=O)OC)[C@@H]2Nc3ccccc3[C@@]23C[C@@H](C(=O)OC)N=C3N1	i	i	i	i	i	i	i	i	i	i	i
COc1cccc(C(=O)Nc2c(C)n[nH]c2C)c1	i	i	i	i	i	i	i	i	i	i	i
Cc1ccsc1C(=O)NC(C)c1ccc2c(c1)OCO2 (stereo not given)	i	i	i	i	i	i	i	i	i	i	i
CC(C)N1CCc2c(sc(NC(=O)CCS(=O)(=O)c3ccccc3)c2C(N)=O)C1	i	i	i	i	i	i	i	i	i	i	i
CN(C)CC(C)(C)NS(=O)(=O)c1ccc(Cl)cc1	i	i	i	i	i	i	i	i	i	i	i
CCN(CC)S(=O)(=O)c1ccc(C)c(NC(=S)N2CCN(C/C=C/c3ccccc3)CC2)c1	i	i	i	i	i	i	i	i	i	i	i
CCC(=O)Nc1cccc(SC)c1	i	i	i	i	i	i	i	i	i	i	i
COc1ccc(OC)c(-n2c(-c3cc(-c4ccco4)[nH]n3)n[nH]c2=S)c1	i	i	i	i	i	i	i	i	i	i	i
COc1cccc(Nc2ncnc3onc(-c4ccccc4OC)c23)c1	i	i	i	i	i	i	i	i	i	i	i
N/C(=N\OC(=O)Cc1cccs1)c1cccc([N+](=O)[O-])c1	i	i	i	i	i	i	i	i	i	i	i
CN(C)CCNC(=O)CCCNC(=O)Cn1cnc2sc3c(c2c1=O)CCCC3	i	i	i	i	i	i	i	i	i	i	i
COC(=O)CCCC1=CC2=CC(=O)C(C)(O)C(=O)C2=CO1 (stereo not given)	i	i	i	i	i	i	.	i	i	i	i
CC(Sc1nnc(COc2ccccc2)n1Cc1ccccc1)C(=O)O (stereo not given)	i	i	i	i	i	i	i	i	i	i	i
COc1ccccc1C1(CCN=Cc2ccc(N(C)C)cc2)CCOC(C)(C)C1 (stereo not given)	i	i	i	i	i	i	i	i	i	i	i
N#CCOC(=O)/C=C/c1ccc2c(c1)OCO2	i	i	i	i	i	i	i	i	i	i	i
COc1ccc2oc(C(=O)OCC(=O)N(CC(C)C)c3c(N)n(Cc4ccccc4)c(=O)[nH]c3=O)c(C)c2c1	i	i	i	i	i	i	i	i	i	i	i
COC(=O)CN1C(=O)[C@H]2[C@@H](C3CC3)N3C(=O)CN(CCO)C(=O)[C@@]3(Cc3ccccc3)[C@H]2C1=O	i	i	i	i	i	i	i	i	i	i	i
COc1ccc(CCNC(=O)N2CCOCC2)cc1	i	i	i	i	i	i	i	i	i	i	i
COC(=O)CN1C(=O)C(O)=C(C(C)=O)C1c1ccc([N+](=O)[O-])cc1 (stereo not given)	i	i	i	i	i	i	i	i	i	i	i
Cc1ccc(C2=C(O)c3ccccc3C(=O)C2=O)cc1	i	i	i	i	i	i	i	i	i	i	i
COCCn1c(=S)[nH]c2cc(C(=O)N3CCN(Cc4ccc5c(c4)OCO5)CC3)ccc2c1=O	.	.	.	i	.	i	i	.	i	.	i
CCCCc1n[nH]c2c1C(=O)CC(C)(C)C2	i	i	i	i	i	i	i	i	i	i	i
CC1(C)C2CCC1(CS(=O)(=O)NCc1ccc(C(=O)O)cc1)C(=O)C2 (stereo not given)	i	i	i	i	i	i	i	i	i	i	i
Cc1ccc(C)c(N2CCN(CCCc3ccccc3)CC2)c1	i	i	i	i	i	i	i	i	i	i	i
C=CCn1c(=S)sc2c(=O)[nH]c(C)nc21	i	i	i	i	i	i	i	i	i	i	i
Cc1nn(C)c(NC(=O)c2ccccc2Cl)c1Br	i	i	i	i	i	i	i	i	i	i	i
Cc1ccc(NC(=O)N2CCN(S(=O)(=O)c3ccccc3)CC2)cc1	i	i	i	i	i	i	i	i	i	i	i
O=C(C1CCN(c2ncnc3c2nc2n3CCCCC2)CC1)N1CCN(c2cccc(Cl)c2)CC1	i	i	i	i	i	i	i	i	i	i	i
Oc1ccc(C[C@H]2CNC(=S)N2CCc2cc(C(F)(F)F)cc(C(F)(F)F)c2)cc1	i	i	i	i	i	i	i	i	i	i	i
CC(=O)Nc1ccc(-c2csc(NC(=O)CN3C(=O)NC4(CCCC4)C3=O)n2)cc1	i	i	i	i	i	i	i	i	i	i	i
COc1ccc(CN2CCC(Oc3ccc(C(=O)N4CCCCC4)cc3)CC2)cc1C	i	i	i	i	i	i	i	i	i	i	i
CSC(=NS(=O)(=O)c1ccc(C)cc1)SC	i	i	i	i	i	i	i	i	i	i	i
Cn1c(=O)c(Sc2ccc(Cl)cc2)c(O)c2ccccc21	i	i	i	i	i	i	i	i	i	i	i
CCOC(=O)c1sc2nc[nH]c(=O)c2c1C	i	i	i	i	i	i	i	i	i	i	i
c1ccc(-c2nc(N3CCCCCC3)c3ccccc3n2)nc1	i	i	-9.7*	i	i	i	i	i	i	i	i
COc1ccc(OCC(=O)Nc2cc(-c3nn4c(C)nnc4s3)ccc2C)cc1	i	i	i	i	i	i	i	i	i	i	i
COc1ccc2oc(C(=O)NCCc3ccccc3)c(C)c2c1	i	i	i	i	i	i	i	i	i	i	i
Cc1cc(C)cc(NC(=S)NC2CC3CCCC(C2)N3C2CCCC2)c1 (stereo not given)	i	i	i	i	i	i	i	i	i	i	i
CCOC(=O)CSC1=C(C#N)C(c2ccccc2Cl)C(C(=O)OC)C(=O)N1 (stereo not given)	i	i	i	i	i	i	i	i	i	i	-4.78*
CCOC(=O)/C(N=Nc1ccc2c(c1)OCO2)=C(\C)O	i	i	i	i	i	i	i	i	i	i	i
O=c1c2ccccc2nnn1-c1ccc(Br)cc1	i	i	i	i	i	i	i	i	i	i	i
COC(=O)NNC(=O)C(C)Oc1ccc(Cl)cc1Cl (stereo not given)	i	i	i	i	i	i	i	i	i	i	i
CCCCC(=O)Nc1nc2c(s1)COc1ccccc1-2	i	i	i	i	i	i	i	i	i	i	i
CCC(CC)NC(=O)CC(c1ccccc1)c1ccccc1	i	i	i	i	i	i	i	i	i	i	i
CC1=C(C(=O)N2CCOCC2)C(c2cc(C)cs2)NC(=O)N1 (stereo not given)	i	i	i	i	i	i	i	i	i	i	i
COC(=O)c1cc(S(=O)(=O)NCCN2CCOCC2)cn1C	i	i	i	i	i	i	i	i	i	i	i
Cc1cccc(NC(=S)N2CCCCCC2)c1C	i	i	i	i	i	i	i	i	i	i	i
O=C(COc1ccc2c3c(c(=O)oc2c1)CCCC3)NCC(O)c1ccccc1 (stereo not given)	i	i	i	i	i	i	i	i	i	i	i
CC(=O)N(OCc1ccc(OC(C)C)c(Cl)c1)C(C)=O	i	i	i	i	i	i	i	i	i	i	i
CC(=O)c1ccc(OCc2ccccc2)c(C)c1O	i	i	i	i	i	i	i	i	i	i	i
COc1ccc(CCC(=O)N2CCN(c3ccc(OC)cc3)CC2)cc1	i	i	i	.	i	.	i	i	.	i	.
CC(C)(CC(=O)O)CC(=O)N1CCCN(c2nc3ccc(Cl)cc3s2)CC1	i	i	i	i	i	i	i	i	i	i	i
COc1ccc(CCNC(=O)c2cc(=O)c3cc(C)ccc3o2)cc1OC	i	i	i	i	i	i	i	i	i	i	i
CN(C)S(=O)(=O)c1cccc(NC(=O)CCCC2CCCCC2)c1	i	i	i	i	i	i	i	i	i	i	i
CC(C)c1ccc(N(CC(=O)NC2CCCC2)C(=O)CCC(=O)Nc2nccs2)cc1	i	i	i	i	i	i	i	i	i	i	i
COc1ccc(NC(=S)NCCCN2CCCC2)cc1	i	i	i	i	i	i	i	i	i	i	i
COc1cc(NC(=S)N2CCN(S(C)(=O)=O)CC2)cc(OC)c1	i	i	i	i	i	i	i	i	i	i	i
COc1ccccc1CC(=O)Nc1ccc([N+](=O)[O-])cc1O	i	i	i	i	i	i	i	i	i	i	i
O=C1C=C(N(CCO)Cc2ccccc2)c2ccccc2C1=O	i	i	i	.	i	.	i	i	.	i	.
(next part)
SMILES	TRPC4 act	RGS4 block	TRPC6 inh	TMEM16A inh	TRPC4 block	MrgX1 allo act	TMEM16A act	TRPC4 PAM	MrgX1 agonist	TRPC6 act	MrgX1 antagonist
O=C(Nc1cccc(F)c1)c1cccnc1N1CCOCC1	i	i	i	i	i	i	i	i	i	i	i
Fc1ccc(N2CCN(C3CCC(c4ccccc4)CC3)CC2)cc1 (stereo not given)	i	i	i	i	i	i	i	i	i	i	i
Cc1cc(CNC(=O)Cc2c(F)cccc2Cl)nn1C	i	i	i	i	i	i	i	i	i	i	i
COc1cccc(CNC(=O)C2CCC(=O)N(CC3CCCCC3)C2)c1OC (stereo not given)	i	i	i	i	i	i	i	i	i	i	i
Cc1nc2nc(SCC(=O)NCCCN3CCOCC3)nn2c(C)c1Cc1ccccc1	i	i	i	i	i	i	i	i	i	i	i
COc1cc2c(cc1OC)[C@@H]1Cc3cc4c(cc3[C@H](C2)N1C)OCO4	i	i	i	i	i	i	i	i	i	i	i
CS(=O)c1nc(-c2ccc(Br)cc2)cc(-c2ccccc2)c1C#N (stereo not given)	i	i	i	100*	i	i	i	i	i	i	i
CC(=O)c1cnc(SCCN2C(=O)c3ccccc3C2=O)nc1C	i	i	i	i	i	i	i	i	i	i	i
Cc1noc(C(=O)Nc2ccc(F)cc2F)c1Cl	i	i	i	i	i	i	i	i	i	i	i
Nc1ccc(C2CCCc3nonc32)c2nonc12 (stereo not given)	i	i	i	i	i	i	i	i	i	i	i
CCN1C(=O)S/C(=C/c2c(OCc3ccc(C(=O)O)cc3)ccc3ccccc23)C1=O	.	.	.	i	.	i	i	.	i	.	i
